# MRP reversal: reversal of MRP1-mediated doxorubicin resistance, primary screen, H69AR cells, doxorubicin co-treatment | 0.04% of 85,000 active | H69AR cells + 2 uM doxorubicin, CellTiter-Glo, 72 h | differential viability (reversal), % at 10 µM;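 active = viability drop by adding the cancer drug above about 55%, with treated viability meeting a 40% cutoff, limit read from the data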;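 also: viability without doxorubicin minus viability with 2 µM doxorubicin for each compound; larger differential means the compound sensitizes cells more to doxorubicin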
# Bcl-B displacement: displacers of TR3 peptide from Bcl-B, primary screen, selectivity assay for Bfl-1 inhibitor project, biochemical, fluorescence polarization; Bcl-2-like protein 10 (Homo sapiens); FP displacement of FITC-TR3 peptide from Bcl-B; higher % means a stronger effect; displacement, % at 20 µM; hits with a dose series show IC50 in µM; 0.11% of 96,000 active;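 active = displacement above 50% at 20 µM plus a fluorescence interference ratio under 1.5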;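 also: plate controls were wells without compound for no effect and wells lacking Bcl-B protein for full effect; a part of the inactive calls stands beside numbers as strong as those of hits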
# PLAP inhibition: PLAP enzyme inhibitors, biochemical, luminescence, HTS (AID 690); one-dose inhibition, % at 20 µM; IC50 in µM for titrated hits; purified PLAP, luminescent substrate; higher % means a stronger effect; Alkaline phosphatase, placental type (Homo sapiens); 0.08% of 96,000 active; in the data active = a potency from the dose series; inactive = the rest, 99 in 100 with inhibition below about 30%; also: strong numbers were not always called active
# IL1B NFkB inh: inhibitors of IL-1B driven NFkB p65 nuclear import, primary screen, imaging, HUVEC, IL-1B stimulus, high-content imaging. 0.43% of 94,000 active. inhibition, % at 2 µM. HUVEC IL-1B NFkB p65 nuclear translocation imaging. AID 796, 2007;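 active = inhibition above about 30% together with a positive call from visual inspection of the well image, limit read from the data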;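 also: nuclear over cytoplasmic p65 intensity ratio measured by imaging; 0% = IL-1B stimulated DMSO wells and 100% = unstimulated DMSO wells; values of inactives mirror those of a sister screen read the other way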
# NFkB transloc pot: enhancers of NFkB p65 translocation in HUVEC – imaging, IL-1B stimulus, high-content imaging, primary screen | HUVEC IL-1B NFkB p65 nuclear translocation imaging | activation, % at 2 µM | 0.3% of 94,000 active;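 active = activation above 40%, about the mean plus 3 SD, also judged a hit on visual image review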;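 also: percent activation is computed from the nuclear over cytoplasmic p65 intensity ratio; values of inactives mirror those of a sister screen read the other way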
# MRP reversal cytotoxicity: second read-out of MRP reversal, no call of its own (marks repeat the call); viability, %; H69AR cells, CellTiter-Glo, 72 h; measured here: cytotoxicity without doxorubicin
# MRP reversal with doxorubicin: also measured in MRP reversal; calls as there; viability, %; measured here: viability with 2 uM doxorubicin; hits give low values
# IL1B NFkB inh cell count 2 µM: second read-out of IL1B NFkB inh, no call of its own (marks repeat the call); cell count; measured here: cells passing quality filter;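 raw number of nuclei counted in each imaged well without normalization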
# NFkB transloc pot cell count 2 µM: recorded beside NFkB transloc pot, whose call it bears; cell count; measured here: cells passing quality filter
# The depositor's hits bear a star; · = no result given. This is a subset. The share of hits here may be higher or lower than overall.
SMILES,MRP reversal,MRP reversal cytotoxicity,MRP reversal with doxorubicin,Bcl-B displacement,PLAP inhibition,IL1B NFkB inh,IL1B NFkB inh cell count 2 µM,NFkB transloc pot,NFkB transloc pot cell count 2 µM
CCCC(C)C(=O)Nc1ccc(NC(C)=O)cc1 (centres undefined),22,103,80,-5%,14%,14,153,-14,153
Cn1c(N)c(C#N)c(C#N)c1-c1ccccc1,-2,83,85,2%,·,0,124,0,124
COc1ccc(C2NCCn3cccc32)cc1 (centres undefined),-4,97,101,·,·,6,128,-6,128
Cc1cccc2nc(CSc3nnnn3-c3ccccc3)cn12,7,96,89,-8%,-6%,-14,166,14,166
O=C(NCCN1CCOCC1)N1CCOCC1,-6,98,103,8%,14%,-13,122,13,122
CCc1ccc(C(=O)COC(=O)c2cccc(N3C(=O)c4c(C)nc5ccccc5c4C3=O)c2)cc1,·,·,·,-39%,-19%,5,190,-5,190
O=C(Nc1c(F)c(F)c(F)c(F)c1F)NC1CCCCC1,16,93,77,-11%,9%,8,112,-8,112
COc1ccc(C2c3c(oc4ccccc4c3=O)C(=O)N2Cc2ccncc2)cc1 (centres undefined),·,·,·,-5%,-5%,2,120,-2,120
CC(C)n1c(O)c(/C=C2\C=Nc3ccccc32)sc1=Nc1ccccc1,·,·,·,-2%,7%,-2,125,2,125
Cc1c(Cl)ccc2c1NC(=O)C21NC(CCC(N)=O)[C@H]2C(=O)N(c3ccc(Cl)cc3)C(=O)[C@H]21 (some centres undefined),5,106,101,-65%,-41%,-7,138,7,138
CCNC(=O)CC1C(=O)N(c2ccccc2)C(=O)N1CCc1ccc(OC)c(OC)c1 (centres undefined),17,97,79,0%,-17%,-4,99,4,99
COc1ccc(OC)c(C2NC(=O)NC(C)=C2C(=O)Nc2ccc(C)cc2C)c1 (centres undefined),7,97,89,-10%,-11%,-5,140,5,140
COc1ccc(OCCSc2nnc3sc4ccccc4n23)cc1,-4,86,90,-1%,-21%,5,208,-5,208
O=C(c1cn(-c2ccccc2)nc1-c1ccncc1)N1CCCCC1,4,80,76,-10%,8%,24,12,-24,12
O=C(C1CC1c1ccccc1)N1CCN(c2cccc(Cl)c2)CC1 (centres undefined),21,95,73,-16%,-20%,-13,127,13,127
O=C(c1coc(=O)c2ccccc12)N1CCN(Cc2ccccc2)CC1,-2,89,91,1%,-16%,-12,164,12,164
CCN(CC)S(=O)(=O)c1ccc(-c2nnc(SCC(=O)Nc3ccc4c(c3)OCO4)o2)cc1,-17,32,49,8%,-58%,-5,172,5,172
Cc1ccc(-c2cc(-c3ccccc3[N+](=O)[O-])[nH]n2)c(O)c1,·,·,·,7%,-101%,-13,166,13,166
CCCOc1ccc(C(=O)c2nc3c(n2O)CCCCC3)cc1,-9,56,64,-4%,-30%,-20,141,20,141
CO/C=C/C#CC1(O)CCN(C)CC1,-10,93,102,-5%,13%,9,150,-9,150
N#C/C(=C\c1ccccc1)c1n[nH]c(Cn2cncn2)n1,8,97,89,7%,14%,21,180,-21,180
CCOC(=O)CSc1nc2c(sc(=S)n2Cc2ccco2)c(=O)n1-c1ccccc1,0,94,94,5%,-20%,-4,103,4,103
COC(=O)c1ccccc1NC(=O)C1COc2ccccc2O1 (centres undefined),0,67,67,-4%,17%,-1,95,1,95
COCC(C)Nc1ncnc2c1cnn2-c1ccc(Cl)cc1 (centres undefined),14,86,73,·,·,-30,113,30,113
O=C(CSCc1ccccc1)Nc1nccs1,-10,102,113,6%,9%,5,200,-5,200
COC(=O)Nc1c(-c2ccccc2)nc2ccccn12,17,108,91,-9%,12%,-6,116,5,116
CC(C)COc1ccc(CNC(=S)N/N=C/c2ccc([N+](=O)[O-])cc2)cc1,2,71,69,-11%,33%,-14,169,14,169
CCOc1ccc(-c2nc(CSc3nnc(N)s3)cs2)cc1OC,8,89,81,-8%,-14%,-4,171,4,171
COc1ccc(NC(=O)CSc2ncn(-c3ccccc3)n2)cc1Cl,13,91,78,11%,-6%,-17,123,17,123
c1ccc(CNn2nnnc2-c2ccccc2)cc1,3,92,89,-7%,9%,-16,142,16,142
CCOC(=O)Nc1nnc(-c2ccccc2OC)s1,·,·,·,·,·,1,96,-1,96
CNC(=O)NC(=O)CSc1nc2ccccc2n1CCOC,2,81,79,-21%,5%,-3,134,3,134
CCCCSc1nc2ccccc2n1CC(=O)O,16,106,90,·,·,-1,159,1,159
Cc1ccsc1C1CC(=O)NC2=C1C(=O)CC(C)(C)C2 (centres undefined),5,93,88,-2%,4%,-15,97,15,97
Clc1ccc(CN(CC2CCCO2)C(c2cccs2)c2nnnn2C2CCCC2)cc1 (centres undefined),7,85,78,4%,-6%,-9,162,9,162
CC1Cc2ccccc2N1C(=O)COC(=O)c1cccnc1Cl (centres undefined),-1,90,91,-1%,27%,-4,179,4,179
COC(=O)c1ccccc1NC(=O)CSc1n[nH]c(CC(C)C)n1,-17,85,101,-4%,-144%,3,161,-3,161
O=C(NCCN1CCOCC1)c1cc2n(n1)C(C(F)(F)F)CC(c1ccc(F)cc1)N2 (centres undefined),8,100,92,-2%,-70%,-1,95,1,95
Cc1ccc(S(=O)(=O)Cc2ccc(C(=O)N3CCN(c4ccc(F)cc4)CC3)o2)cc1,-67,20,87,-2%,-49%,2,50,-2,50
CCOC(=O)N1CCN(C(=O)Nc2ccc3nc(-c4ccccn4)c(-c4ccccn4)nc3c2)CC1,·,·,·,6%,-38%,·,·,·,·

# Ordered by the number under NFkB transloc pot cell count 2 µM (lowest first): 3 from the list above
Compound,Bcl-B displacement,PLAP inhibition,NFkB transloc pot,NFkB transloc pot cell count 2 µM
Cc1ccc(S(=O)(=O)Cc2ccc(C(=O)N3CCN(c4ccc(F)cc4)CC3)o2)cc1,-2%,-49%,-2,50
O=C(NCCN1CCOCC1)c1cc2n(n1)C(C(F)(F)F)CC(c1ccc(F)cc1)N2 (centres undefined),-2%,-70%,1,95
CCOC(=O)Nc1nnc(-c2ccccc2OC)s1,·,·,-1,96

# (listing goes on)
SMILES,MRP reversal,MRP reversal cytotoxicity,MRP reversal with doxorubicin,Bcl-B displacement,PLAP inhibition,IL1B NFkB inh,IL1B NFkB inh cell count 2 µM,NFkB transloc pot,NFkB transloc pot cell count 2 µM
O=C(NC1CCCC1)C(c1cccs1)N(C(=O)c1ccco1)c1ccc2c(c1)OCO2 (centres undefined),-11,60,71,·,·,7,99,-7,99
Cc1ccc(S(=O)(=O)NCCSc2nnc(N)s2)cc1,10,93,83,-3%,1%,7,74,-7,74
COc1ccc(CCN(Cc2cc3cc(C)ccc3[nH]c2=O)C(=O)N2CCCC2)cc1OC,-7,75,82,4%,-70%,·,·,·,·
CCN(CC#CCC1(O)c2ccccc2-c2ccccc21)C(C)C,·,·,·,4%,-10%,-11,151,11,151
COCCNC(=O)C(c1ccco1)N(C(=O)Cn1nnc2ccccc21)c1ccccc1C (centres undefined),7,94,87,-8%,-14%,-4,150,4,150
O=C(COc1ccc(Cl)cc1)NCc1nnc(SCC(=O)NC2CCCC2)o1,13,106,92,-2%,5%,0,52,0,52
CN(C)CCn1c(=S)[nH]c2ccccc2c1=O,4,94,90,0%,-6%,-16,51,16,51
O=S(=O)(NCCSc1ccccc1)c1ccc(F)cc1,25,104,79,-12%,16%,-2,148,1,148
CC(C)CCNC(=O)CCS(=O)(=O)c1cccc2nonc12,-2,95,97,-3%,-20%,·,·,·,·
COc1cc(C(=O)Oc2ccc3c(c2)OCC3=O)cc(OC)c1OC,-13,78,91,-11%,-10%,-18,71,18,71
Cc1cc(C(=O)Nc2ccc(S(=O)(=O)Nc3onc(C)c3C)cc2)c(C)o1,-4,85,89,-2%,-15%,-4,113,4,113
O=C(CSCCO)Nc1ccccc1,-4,90,93,-3%,4%,-1,142,1,142
COc1ccc(CCn2c(N3CCN(C)CC3)nc3c2c(=O)[nH]c(=O)n3C)cc1,8,88,80,-1%,-21%,-6,152,6,152
CN(C)c1oc(-c2ccco2)nc1C#N,0,105,106,-1%,15%,3,88,-3,88
C#CCSc1nnc(-c2ccccc2)c(=O)[nH]1,3,96,93,-11%,-1%,-29,114,29,114
COc1ccc(OCC(=O)NCc2cccnc2)cc1,15,91,76,0%,16%,3,92,-3,92
COc1ccc(CNC(=O)Cc2csc(Nc3nc(=S)[nH]c4ccccc34)n2)cc1,·,·,·,-50%,-56%,-18,172,18,172
CCC(C)Nc1nc(-c2ccc3c(c2)NC(=O)CO3)cs1 (centres undefined),0,80,80,14%,-11%,-3,160,3,160
Cc1cc(C(=O)NCc2cc(C(=O)O)oc2C)c(C)o1,-29,81,110,-3%,3%,-8,191,8,191
COC(=O)C1=C(C)N(c2ccc(F)cc2)C(=O)C1,·,·,·,3%,-7%,4,92,-4,92

# Some of the entries above, set out differently.
compound	MRP reversal	MRP reversal cytotoxicity	MRP reversal with doxorubicin	Bcl-B displacement	PLAP inhibition	IL1B NFkB inh	IL1B NFkB inh cell count 2 µM	NFkB transloc pot	NFkB transloc pot cell count 2 µM
O=C(COc1ccc(Cl)cc1)NCc1nnc(SCC(=O)NC2CCCC2)o1	13	106	92	-2%	5%	0	52	0	52
CN(C)CCn1c(=S)[nH]c2ccccc2c1=O	4	94	90	0%	-6%	-16	51	16	51
O=S(=O)(NCCSc1ccccc1)c1ccc(F)cc1	25	104	79	-12%	16%	-2	148	1	148
CC(C)CCNC(=O)CCS(=O)(=O)c1cccc2nonc12	-2	95	97	-3%	-20%	·	·	·	·
COc1cc(C(=O)Oc2ccc3c(c2)OCC3=O)cc(OC)c1OC	-13	78	91	-11%	-10%	-18	71	18	71
Cc1cc(C(=O)Nc2ccc(S(=O)(=O)Nc3onc(C)c3C)cc2)c(C)o1	-4	85	89	-2%	-15%	-4	113	4	113
O=C(CSCCO)Nc1ccccc1	-4	90	93	-3%	4%	-1	142	1	142
COc1ccc(CCn2c(N3CCN(C)CC3)nc3c2c(=O)[nH]c(=O)n3C)cc1	8	88	80	-1%	-21%	-6	152	6	152
CN(C)c1oc(-c2ccco2)nc1C#N	0	105	106	-1%	15%	3	88	-3	88
C#CCSc1nnc(-c2ccccc2)c(=O)[nH]1	3	96	93	-11%	-1%	-29	114	29	114
COc1ccc(OCC(=O)NCc2cccnc2)cc1	15	91	76	0%	16%	3	92	-3	92
COc1ccc(CNC(=O)Cc2csc(Nc3nc(=S)[nH]c4ccccc34)n2)cc1	·	·	·	-50%	-56%	-18	172	18	172
CCC(C)Nc1nc(-c2ccc3c(c2)NC(=O)CO3)cs1 (centres undefined)	0	80	80	14%	-11%	-3	160	3	160
Cc1cc(C(=O)NCc2cc(C(=O)O)oc2C)c(C)o1	-29	81	110	-3%	3%	-8	191	8	191
COC(=O)C1=C(C)N(c2ccc(F)cc2)C(=O)C1	·	·	·	3%	-7%	4	92	-4	92

# Continued:
SMILES,MRP reversal,MRP reversal cytotoxicity,MRP reversal with doxorubicin,Bcl-B displacement,PLAP inhibition,IL1B NFkB inh,IL1B NFkB inh cell count 2 µM,NFkB transloc pot,NFkB transloc pot cell count 2 µM
Cc1cc(C)c(C#N)c(SCc2[nH]nc3c2C(c2ccccc2)C(C#N)=C(N)O3)n1 (centres undefined),2,81,79,-4%,-36%,1,63,-1,63
Cc1cccc(OCCCC(=O)Nc2ccccc2C(F)(F)F)c1,·,·,·,10%,3%,-6,77,6,77
CC1CCCCN1Cc1ccc(N(C)C)cc1 (centres undefined),·,·,·,3%,10%,-5,149,·,·
O=C(CSc1nnc(-c2ccccc2Cl)o1)N1CCCCC1,11,95,84,1%,2%,·,·,·,·
Nc1ccc(C(=O)N/N=C\c2cc(N=Nc3cccc4ccccc34)ccc2O)cc1,·,·,·,13%,-5%,-2,167,2,167

# Compound activity from PubChem.
